Bioassay records: PubChem BioAssay, NCI
NCI-60 one-dose screen, 48 h, at 10 µM unless noted. Numbers give growth in % (100 = growth as untreated, 0 = no growth, -100 = all killed).
UACC-62 = UACC-62 melanoma; hit rate 5.4% among 81,000
MALME-3M = MALME-3M melanoma; AID 1794766; hit rate 5.8% among 78,000
M14 = M14 melanoma; hit rate 6.2% among 80,000
HOP-92 = HOP-92 NSCLC cells. hit rate 6.3% among 71,000
A549/ATCC = A549/ATCC NSCLC. hit rate 3.7% among 81,000
UACC-257 = UACC-257 melanoma | hit rate 4.4% among 78,000
HOP-62 = HOP-62 NSCLC; AID 1794735; hit rate 3.9% among 80,000
EKVX = EKVX NSCLC. hit rate 3% among 71,000. AID 1794765
* hit, by the source's call; . = not tested or not shown; & = joins results of further samples; [ ] = remark or other dose. Rule for the calls: active = growth percent below 10; inactive = the rest.

SMILES	UACC-62	MALME-3M	M14	HOP-92	A549/ATCC	UACC-257	HOP-62	EKVX
Cc1cc(C)c2c(/C=N\Nc3nc(-c4ccc(Cl)cc4Cl)cs3)cc(=O)oc2c1	89	104	106	87	96	96	106	96
ClC(Cl)=C(c1ccccc1)c1ccccc1	116	134	110	88	100	104	98	104
CCOC(=O)c1c(C(=O)c2cn(C)c3ccc(Br)cc23)c(-c2cn(C)c3ccc(Br)cc23)n(NC(=O)OC(C)(C)C)c1C	66[100 µM]	33[100 µM]	83[100 µM]	4.7*[100 µM]	74[100 µM]	95[100 µM]	56[100 µM]	81[100 µM]
COc1ccc(-c2nnc(CNc3ccccc3C)o2)cc1	94	88	95	90	91	105	85	93
COc1ccc(C(=O)/C=C/c2cc(-c3cc4ccccc4o3)n(-c3ccccc3)n2)cc1	92	96	99	81	108	107	98	94
COc1cc(C2NC(=S)NC(C)=C2C(=O)OC(C)C)ccc1O (stereo not drawn)	92	95	100	105	94	107	94	94
c1ccc2c(c1)Cc1ccccc1N2CCN1CCCCC1	.	111	86	86	90	102	84	101
c1csc(C2Nc3ccccc3N2)c1	94	110	113	87	105	109	100	.
Cc1nn(-c2ccc(C#N)cc2)c2nc3c(nc12)C(=O)C(=O)c1ccccc1-3	100	107	111	.	95	109	86	105
COc1ccc(/C(C)=C(\c2ccc(Cl)cc2)c2ccc(OCCN3CCOCC3)cc2)cc1F	101	93	.	114	94	91	129	102
O=C(N/N=C/[C@H](O)[C@@H](O)[C@@H](O)[C@H](O)CO)c1ccc(NC(=O)c2cccnc2)cc1	96	108	114	111	102	102	113	107
Cc1ccc2ncccc2c1	95	97	.	92	101	104	97	114
CCCCNC(=O)c1ccc(Cn2c(CCCC)nc3c(N)nc4ccccc4c32)cc1	79	94	95	35	92	95	84	67
CNC(C)=O	105	86	108	103	92	102	94	.
CCCCCCCCCCCCCCCC(=O)NCCCC[C@@H](NC(=O)[C@@H](C)NC(=O)[C@@H](CCCCN)NC(=O)[C@@H](C)NC(=O)[C@@H](CC(C)C)NC(=O)[C@@H](CCCCN)NC(=O)[C@@H](C)NC(=O)[C@@H](CC(C)C)NC(=O)[C@@H](CCCCN)NC(=O)[C@@H](CCCCN)NC(=O)[C@@H](C)NC(=O)[C@@H](CC(C)C)NC(=O)[C@@H](CCCCN)NC(=O)[C@@H](C)NC(=O)[C@@H](CC(C)C)NC(=O)[C@@H](CCCCN)NC(=O)CCCCCN)C(N)=O	102[7.25 µM]	102[7.25 µM]	102[7.25 µM]	113[7.25 µM]	68[7.25 µM]	73[7.25 µM]	100[7.25 µM]	105[7.25 µM]
NS(=O)(=O)c1ccc(NC(=O)c2csc(-c3ccc([N+](=O)[O-])cc3)n2)cc1	104	109	111	111	71	90	96	87
COc1ccc(-c2nnc(SCC(=O)N3CCN(c4cc5c(cc4F)c(=O)c(C(=O)O)cn5C4CC4)CC3)n2-c2ccccc2)cc1	51	113	84	51	91	84	101	98
C#CC[C@@H]1C[C@]2(C)[C@H]3CC[C@@H]4[C@H]5[C@H](C(=C)C)CC[C@]5(C(=O)O)CC[C@@]4(C)[C@]3(C)CC[C@H]2C(C)(C)[C@H]1O	72	53	60	-6.3*	17	71	59	55
OCC1O[C@@H](O[C@@H]2O[C@H](CO)[C@H]3CCCC[C@@H]23)[C@@H](O)C(O)[C@@H]1O (stereo partly drawn)	94	98	100	89	101	101	100	104
CCCCCCSc1nnc(-c2c(C)nc3ccc(C)cn23)o1	71	89	97	70	97	92	80	80
O=C(/C=C/c1cccs1)c1ccc(Cl)s1	104	104	108	87	.	103	.	105
CSc1nc2c(c(=O)n1C)C1(C(=O)N(Cc3ccccc3)c3ccccc31)c1c(nc(SC)n(C)c1=O)N2	94	94	100	93	69	75	84	100
Cc1cnc2ccc(Oc3ccccc3-c3ccccc3)nn12	101	100	100	122	117	116	124	100
CS(=O)(=O)c1ccc(C(=O)c2ccc(Cl)cc2)cc1	91	88	100	72	104	101	101	99
CCCCOc1ccc(/C=C2/SC(N3CCCC3)=NC2=O)cc1	87	98	95	87	95	102	99	94

More structures follow.
SMILES	UACC-62	MALME-3M	M14	HOP-92	A549/ATCC	UACC-257	HOP-62	EKVX
COc1ccc2c(c1)CCNC21C(=O)N(Cc2ccc(F)cc2)c2ccccc21 (stereo not drawn)	84	92	100	98	100	102	98	87
O=C(CCCCCCCCC(=O)c1ccccc1)c1ccccc1	107	.	117	100	103	113	105	92
CCOC(=O)c1[nH]c(=O)c2ccccc2c1O	98	111	98	106	107	112	96	106
Cn1c(=O)[nH]c(=O)c2nc(/C=C/c3cn(-c4ccccc4)nc3-c3ccccc3)c(=O)[nH]c21	100	105	110	93	101	105	115	94
COc1ccc(Oc2nc(Nc3ccc(F)cc3)ncc2NC(N)=O)cc1	84	107	98	.	96	94	103	96
CCC(C)(S)C(NC(C)=O)C(=O)O (stereo not drawn)	107	101	95	101	90	89	102	.
S=C(c1ccccc1)N1CCN(c2ccccc2Cl)CC1	83	123	105	85	88	100	110	103
COc1cccc(C(O)C2=CC(=O)c3ccccc3C2=O)c1O (stereo not drawn)	90	84	98	54	108	109	83	79
COc1ccc2nc(NC(=O)/C(=C/c3ccc4c(c3)OCO4)c3ccc(OC)c(OC)c3)sc2c1	103	.	.	104	96	140	87	94
CCCOC(=O)c1ccco1	110	114	97	80	104	116	104	103
COc1ccc(C2(C=O)NC(=O)NC2=O)cc1 (stereo not drawn)	99	99	109	105	104	99	100	96
Cc1nnc(-n2c(O)cc(=O)n(-c3ccccc3)c2=S)nc1/C=C/c1ccc(N(C)C)cc1	12	63	50	44	51	35	39	67
COc1ccc(-c2c3c(nn2-c2ccccc2)CCc2cnoc2-3)cc1	40	95	77	.	63	63	81	87
Nc1cc(-c2ccc(Cl)cc2)nn1-c1nc(-c2ccc(F)cc2)cs1	95	110	108	97	84	78	87	97
CC(C)=C/C(C)=N\NS(=O)(=O)c1ccc([N+](=O)[O-])cc1	99	96	89	85	93	89	105	98
CC(=O)OC[C@H]1OC(Sc2sc(C(=O)c3ccc(Br)cc3)c(N)c2-c2nc3ccccc3s2)[C@H](OC(C)=O)[C@@H](OC(C)=O)[C@@H]1OC(C)=O (stereo partly drawn)	89	20	62	82	72	80	64	73
O=c1c(-c2nc3ccccc3[nH]2)cc2ccccc2n1Cc1cn(Cc2ccc([N+](=O)[O-])cc2)nn1	75	62	89	83	56	88	82	99
COC(=O)[C@H](C)NC(=O)c1ccc(NC(=O)c2[nH]c(C)c(Cl)c2Cl)c(OCCN)c1	103	113	119	101	98	104	106	103
c1cc(OCCN2CCCC2)ccc1CNc1ccc2nc(CCC3CCCCC3)[nH]c2c1	63	-84*	-87*	25	50	-78*	58	81
CN(CCCCN(C[C@H]1Cc2ncccc2CN1)[C@H]1CCCc2cccnc21)C1CCC(F)(F)CC1	98	153	101	71	84	89	68	87
CCOC(CC(OCC)OCC)OC (stereo not drawn)	104	118	103	91	86	64	114	99
CC(C)(Sc1cc(C(C)(C)C)c(O)c(C(C)(C)C)c1)Sc1cc(C(C)(C)C)c(OC(=O)CCC(=O)O)c(C(C)(C)C)c1	6.8*	66	51	36	29	62	45	44
COC(=O)C(Cc1cccc(-c2ccco2)c1)NC(=O)OCc1ccccc1 (stereo not drawn)	91	96	96	98	92	99	94	96
Oc1ccccc1C=NCCN1CCN(CCN=Cc2ccccc2O)C1c1ccccc1O (stereo not drawn)	107	.	98	77	96	116	95	92
CCc1cccc(CC)c1NC(=O)OCCN(CC)CC	102	98	112	103	95	103	104	108

Taken from the results shown, 10 compounds:
SMILES	UACC-62	MALME-3M	M14	HOP-92	A549/ATCC	UACC-257	HOP-62	EKVX
CC(=O)OC[C@H]1OC(Sc2sc(C(=O)c3ccc(Br)cc3)c(N)c2-c2nc3ccccc3s2)[C@H](OC(C)=O)[C@@H](OC(C)=O)[C@@H]1OC(C)=O (stereo partly drawn)	89	20	62	82	72	80	64	73
O=c1c(-c2nc3ccccc3[nH]2)cc2ccccc2n1Cc1cn(Cc2ccc([N+](=O)[O-])cc2)nn1	75	62	89	83	56	88	82	99
COC(=O)[C@H](C)NC(=O)c1ccc(NC(=O)c2[nH]c(C)c(Cl)c2Cl)c(OCCN)c1	103	113	119	101	98	104	106	103
c1cc(OCCN2CCCC2)ccc1CNc1ccc2nc(CCC3CCCCC3)[nH]c2c1	63	-84*	-87*	25	50	-78*	58	81
CN(CCCCN(C[C@H]1Cc2ncccc2CN1)[C@H]1CCCc2cccnc21)C1CCC(F)(F)CC1	98	153	101	71	84	89	68	87
CCOC(CC(OCC)OCC)OC (stereo not drawn)	104	118	103	91	86	64	114	99
CC(C)(Sc1cc(C(C)(C)C)c(O)c(C(C)(C)C)c1)Sc1cc(C(C)(C)C)c(OC(=O)CCC(=O)O)c(C(C)(C)C)c1	6.8*	66	51	36	29	62	45	44
COC(=O)C(Cc1cccc(-c2ccco2)c1)NC(=O)OCc1ccccc1 (stereo not drawn)	91	96	96	98	92	99	94	96
Oc1ccccc1C=NCCN1CCN(CCN=Cc2ccccc2O)C1c1ccccc1O (stereo not drawn)	107	.	98	77	96	116	95	92
CCc1cccc(CC)c1NC(=O)OCCN(CC)CC	102	98	112	103	95	103	104	108

(next part)
SMILES	UACC-62	MALME-3M	M14	HOP-92	A549/ATCC	UACC-257	HOP-62	EKVX
Nc1ccccc1/C=N\Nc1ccccc1	18	87	68	.	57	95	95	73
NNC(=O)c1ccc([N+](=O)[O-])cc1	103	95	105	99	99	99	.	114
COc1ccc(/C=C2\CCCC3=C2N=C2SC=NN2C3c2ccc(OC)cc2)cc1 (stereo not drawn)	93	.	110	.	90	95	100	.
CCN(CC)CCn1cnc2ccccc2c1=O	105	95	96	89	.	.	89	99
COc1ccc(N=Nc2c(N)nn3c(-c4ccc(OC)c(OC)c4)ccnc23)cc1	64	78	63	68	74	99	21	103
Nc1cc(-c2ccc(Cl)cc2)nn1-c1nc(-c2ccccc2)cs1	90	82	96	86	91	94	91	88
O=C(CCN1CCC2CCC(C2)C1)c1ccc(C(F)(F)F)cc1 (stereo not drawn)	112	105	107	115	113	117	115	98
O=C1NC(=O)C(c2coc3cc(Br)ccc23)=C1c1c[nH]c2ccccc12	36	66	31	70	33	72	39	54
CC(C)CCSc1nc(NN)c(C#N)c(-c2ccccc2)n1	78	97	67	87	96	103	72	99
C=C(C)[C@@H]1CC[C@]2(C)[C@H](CC=C3[C@@H]4CC(C)(C)CC[C@]4(C(N)=O)CC[C@]32C)[C@@]1(C)CCC#N	16	10	45	32	18	18	57	46
Cn1ccnc1C(=O)/C=C/c1ccc(NC(=O)c2ccc(S(F)(F)(F)(F)F)cc2)cc1	57	65	.	81	70	63	113	50
Cn1cc(NC(=O)CCl)c(=O)n(C)c1=O	107	124	98	104	95	108	102	113
CCOC(=O)c1cnc2ccc(C)cc2c1Nc1cccc(S(=O)(=O)NC)c1	91	108	114	96	100	110	100	100
COc1ccc(Cc2nn(CC(=O)N/N=C/c3ccco3)c(=O)c3c(C)noc23)cc1	76	100	101	107	97	100	107	97
COc1ccc(C(=O)N/N=C/c2cc(Br)ccc2OC)cc1	96	118	105	106	102	109	112	85
CCCS(=O)(=O)Nc1ccc(F)c(C(=O)c2c[nH]c3ncc(-c4ccc(Cl)cc4)cc23)c1F	-23*	11	3.8*	28	26	-6.6*	35	43
COc1cc(C(=O)NC2CC2)cc(OC)c1OC	100	103	100	103	90	89	91	103
COC(=O)C1OC1c1cc([N+](=O)[O-])ccc1OC (stereo not drawn)	106	102	95	106	103	117	.	102
Cc1ccc(Sc2oc(-c3ccc(C)cc3)nc2C(=O)O)cc1	95	94	106	99	102	106	95	107
Cc1ccc(S(=O)C(c2ccccc2)c2ccccc2)cc1 (stereo not drawn)	74	103	96	79	88	93	88	103
C=CC(=O)Nc1nc(-c2cccc(NS(=O)(=O)c3cccc4c(N(C)C)cccc34)c2)cs1	-87*	-76*	-79*	-49*	19	-29*	31	29
CC1(C)CC[C@]2(C(=O)Nc3ccc(F)cc3)CC[C@]3(C)C(=CCC4[C@@]5(C)C[C@@H](O)[C@H](O)[C@@](C)(CO)C5CC[C@]43C)C2C1 (stereo partly drawn)	35	61	47	-1.2*	28	28	59	32
O=[N+]([O-])c1ccccc1Nc1ccccc1[N+](=O)[O-]	95&95	108	104&111	82	96&81	107&93	102&96	96&114
Cc1cc(C)c(C#N)c(SCC(=O)c2sc3c(C#N)c(C)cc(C)[n+]3c2[O-])n1	48	17	12	52	20	52	17	.
C=CCC#CCN1CCC[C@H]1C(=O)NCC(=O)OC	94	.	105	.	100	99	108	99

(continued)
SMILES	UACC-62	MALME-3M	M14	HOP-92	A549/ATCC	UACC-257	HOP-62	EKVX
CCCn1cnc2c(c1=N)C(c1ccc(F)cc1)c1sc3c(C)cccc3c1O2 (stereo not drawn)	28	47	9.5*	34	36	71	32	37
Cc1cccc(Cc2c(C)cc(C)c(N(CC(=O)O)S(=O)(=O)c3ccccc3)c2C)c1	86	106	107	83	106	107	95	99
Cc1ccc2nc(-c3cccc(Cl)c3)oc(=O)c2c1	102	121	113	81	103	99	112	101
Cn1c2ccccc2c2c3c(c4c5cc(F)ccc5oc4c21)C(=O)NC3=O	84	92	82	63	97	100	82	68
O=C(O)C1C2OC3C(OC(=O)C31)C2Br (stereo not drawn)	96&102	116&109	107&124	109	96	104	107&102	105
CC1(C)[C@@H]2C[C@@]34CCCN3C(=O)[C@]2(C[C@@]12Nc1ccccc1C2=O)NC4=O	93	102	95	78	86	91	98	103
Cc1ccc2c(c1)C(C)Cc1c(Cl)ncnc1N2C (stereo not drawn)	7.4*	15	15	29	16	20	18	22
O=C1[C@H]2Cc3c([nH]c4ccccc34)[C@@H](c3ccc(Cl)cc3)N2C(=O)CN1C1CCN(Cc2ccccc2)CC1	75	73	.	42	44	68	75	41
O=[N+]([O-])c1ccc2c(c1)C(=Nc1ccc(N=C3c4cc([N+](=O)[O-])ccc4-c4ccc([N+](=O)[O-])cc43)cc1)c1cc([N+](=O)[O-])ccc1-2	102	103	103	101	98	101	104	91
